ATG4B inhibitor: ATG4B (human) cysteine protease inhibition; ATG4B cleavage of LC3-PLA2, NBD-HPC fluorescence, 1 h; inhibition, % at 8.33 µM; 0.51% of 340,000 active; AID 504462; in the data active = inhibition above about 40%
PfG6PD inh: PfG6PD (Plasmodium falciparum) enzyme inhibition; AID 504690; 0.78% of 350,000 active; PfGluPho enzyme, NADPH resazurin-diaphorase fluorescence; inhibition, % at 20 µM;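 active = inhibition reaching at least a set limit at 20 µM in the primary screen, cut at about 59% in these data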;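 note: 0% = DMSO wells with substrate and 100% = DMSO wells lacking glucose-6-phosphate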
SENP6 block: inhibitors of human SENP6 protease. Q9GZR1. Recombinant SENP6 catalytic domain, aminoluciferin luminescence. inhibition, % at 10 µM. 1.8% of 330,000 active;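 active = inhibition above about 50% at the single tested dose, limit read from the data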;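 note: plate controls were DMSO wells with enzyme for no effect and DMSO wells lacking enzyme for full effect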
Target sequence (Q9GZR1 628-1112 limits assumed): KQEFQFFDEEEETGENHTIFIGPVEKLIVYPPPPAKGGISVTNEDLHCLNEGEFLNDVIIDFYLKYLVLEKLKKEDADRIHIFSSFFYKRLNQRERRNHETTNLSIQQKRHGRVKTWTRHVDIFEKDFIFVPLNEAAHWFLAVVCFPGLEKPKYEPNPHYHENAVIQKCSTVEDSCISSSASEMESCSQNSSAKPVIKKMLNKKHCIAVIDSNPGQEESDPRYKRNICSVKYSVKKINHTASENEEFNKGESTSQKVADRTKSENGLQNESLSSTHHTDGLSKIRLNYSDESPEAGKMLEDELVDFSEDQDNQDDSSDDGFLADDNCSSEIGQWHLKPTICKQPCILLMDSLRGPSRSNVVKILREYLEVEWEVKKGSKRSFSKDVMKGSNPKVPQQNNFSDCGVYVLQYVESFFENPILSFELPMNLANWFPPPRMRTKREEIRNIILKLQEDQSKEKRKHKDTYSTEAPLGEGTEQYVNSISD
NR3A LBD binder: NR3A (human) ligand-binding domain modulation; 2.5% of 340,000 active; NR3A LBD differential scanning fluorimetry, Tm shift; 0% = protein alone, 100% = glycine-bound protein; Tm shift relative to glycine control, % at 25 µM; AID 1259313;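 active = melting temperature shift of at least 10% of the positive control shift, at one fixed dose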
SENP8 inh: SENP8 (human) protease inhibition; inhibition, % at 20 µM; 0.64% of 360,000 active; recombinant SENP8, Nedd8 substrate fluorescence; AID 602440; Q96LD8; in the data active = inhibition mostly above about 40%, no sharp cut-off; inactive = mostly below about 27%
Target sequence (Q96LD8 whole entry, looked up): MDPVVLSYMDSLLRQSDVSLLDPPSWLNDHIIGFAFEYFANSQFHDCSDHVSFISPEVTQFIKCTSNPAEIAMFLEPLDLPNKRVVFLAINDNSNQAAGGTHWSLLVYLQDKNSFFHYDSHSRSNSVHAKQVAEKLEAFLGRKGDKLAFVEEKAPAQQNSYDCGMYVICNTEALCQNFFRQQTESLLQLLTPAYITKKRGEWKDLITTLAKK
SENP7 block: SENP7 protease inhibition | Q9BQF6 | recombinant SENP7, Z-RLRGG-aminoluciferin luminescence, 40 min | inhibition, % at 5 µM | 1.5% of 330,000 active;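 active = inhibition above about 50% at the single test dose, limit read from the data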;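 note: plate controls were DMSO with enzyme for no effect and no enzyme buffer wells for full effect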
Target sequence (Q9BQF6 706-1050 limits assumed): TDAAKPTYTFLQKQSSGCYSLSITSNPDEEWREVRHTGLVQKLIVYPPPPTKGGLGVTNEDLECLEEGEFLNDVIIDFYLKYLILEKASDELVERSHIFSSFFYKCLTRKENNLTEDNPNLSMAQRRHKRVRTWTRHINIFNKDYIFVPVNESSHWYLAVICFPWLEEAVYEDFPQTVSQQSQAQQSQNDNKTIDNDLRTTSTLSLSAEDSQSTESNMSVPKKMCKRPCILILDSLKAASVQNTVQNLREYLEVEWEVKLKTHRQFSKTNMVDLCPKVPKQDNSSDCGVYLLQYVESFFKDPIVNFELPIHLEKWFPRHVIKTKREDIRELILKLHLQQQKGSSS
HKDC1 inh: HKDC1 (human) hexokinase inhibition; inhibition, % at 20 µM; Q2TB90; 0.16% of 340,000 active; recombinant HKDC1, G6PDH/diaphorase resazurin coupled fluorescence;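 active = inhibition above about 35% when tested at 20 µM, limit read from the data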;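 note: plate controls were DMSO wells with enzyme for no effect and DMSO wells lacking enzyme for full effect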
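Assay system: recombinant HKDC1 hexokinase; detection: coupled resazurin fluorescence, excitation 525 nm, emission 613 nm; benchmarks: DMSO-plus-enzyme-mix negative control, buffer-substituted positive control; compound dosing: single 20 µM dose; schedule: 90 min at room temperature in dark; also added: glucose plus 1 mM ATP as hexokinase substrates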
MPTP block: blocks calcium-induced mitochondrial swelling; isolated mouse mitochondria, Ca2+ swelling absorbance, 30 min; inhibition, % at 10 µM; 1.4% of 360,000 active; AID 602449;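 active = inhibition of 50% or more, scaled per plate between neutral and stimulator controls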;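 note: 0% = DMSO wells given calcium and 100% = 1 mM EGTA wells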
The depositor's hits bear a star; i = inactive; / = not tested or not shown; & = joins results of further samples.

smiles	MPTP block	ATG4B inhibitor	SENP6 block	HKDC1 inh	SENP8 inh	SENP7 block	PfG6PD inh	NR3A LBD binder
Cc1ccc(NC(=S)N(CCCN2CCOCC2)Cc2ccco2)cc1Cl	1.4	-9	-22	-5	18	3	3	2
NC(=O)c1ccc(NC(=O)COC(=O)/C=C/c2ccc(Br)o2)cc1	-1.6	-3	-17	15	-16	0	35	-12
CCOC(=O)C1=NOC(Cn2cc(C#N)c(=O)n(C)c2=O)C1 (configuration not stated)	-2.7	2	-32	-2	-1	-3	-21	0
O=C1NC(=O)c2cc(NC(=O)c3cccc4ccccc34)ccc21	0.5	-8	-2	0	-344	1	-3	-2
COC(=O)c1ccccc1S(=O)(=O)N1CCC(C(=O)OC(C)C(=O)Nc2ccc(NC(C)=O)cc2)CC1 (configuration not stated)	1.0	-6	1	-1	8	-2	11	1
CCOC(=O)Cc1csc(NC(=O)c2c(-c3ccccc3)noc2C)n1	-1.0	-3	-5	-6	-2	-2	4	-1
O=C(CNCCC1=CCCCC1)Nc1ccccc1N1CCCCC1	0.3	49*	8	-2	9	7	2	1
CC(C)(C)c1ccc(C(=O)NCc2cccnc2)cc1	0.2	-13	-11	-1	15	-3	-9	-1
CSc1ccccc1C(=O)Nc1c(C)cccc1C	1.4	4	-18	15	17	0	-13	1
CCN(Cc1ccc(OC)c(COC)c1)CC1CCCN(CCc2cccc(OC)c2)C1 (configuration not stated)	5.0	1	-11	-9	27	-3	9	-1
CCOC(=O)C(CCC#N)(CCC#N)C(=O)OCC	-0.7	2	-4	-8	7	8	-11	4
O=C(O)CSCC(=O)Nc1ccccc1	-1.6	-7	-19	1	20	-4	7	-3
Cc1ccc(C(=O)/C=C/Nc2ccccc2C(N)=O)cc1	-1.1	-9	95*	7	i	90*	7	-3
O=C1CC(=O)N(Cc2cccs2)C(=O)N1	-0.5	0	-2	-6	14	-2	2	-1
O=C(NN1C(=O)C2CC=C(Cl)CC2C1=O)c1ccncc1 (configuration not stated)	2.4	-4	8	14	2	-4	-12	0
CON(C)C(=O)CCC1CCCN1C(=O)OC(C)(C)C (configuration not stated)	1.3	6	-7	-7	19	9	-4	-2
CCCN(CC1CC1)C(=O)COc1ccccc1C(=O)NCc1ccccc1	2.5	7	2	-1	8	4	0	0
Cc1nc(SCC(=O)c2ccccc2)c([N+](=O)[O-])[nH]1	3.9	6	6	-6	42*	-7	0	-1
Nn1c(-c2ccccc2Cl)nnc1-c1ccccc1Cl	-0.5	2	13	-1	40*	9	20	1
O=C(CSc1nc(-c2ccc(F)cc2)cs1)N1CCOCC1	0.1	-5	13	15	16	8	13	1
C=CCSc1nc2sc3c(c2c(=O)n1CC=C)CCc1ccccc1-3	1.8	6	-5	11	-5	4	5	-2
CCCCn1c(N)c(N(CCOC)C(=O)c2cccc(S(=O)(=O)N3CCCCC3)c2)c(=O)[nH]c1=O	-1.7	-5	-17	-6	-103	3	14	1
O=C(C1CCN(S(=O)(=O)c2ccc3c(c2)OCCO3)CC1)N1CCc2ccccc21	3.2	23	-13	6	8	0	0	7
O=C(Nc1ccccc1)c1cc(S(=O)(=O)N2CCCCC2)ccc1N1CCOCC1	-0.2	-4	4	-5	-7	1	7	2

Quoted from the listing:
O=C(C1CCN(S(=O)(=O)c2ccc3c(c2)OCCO3)CC1)N1CCc2ccccc21 in NR3A LBD binder = 7
O=C(CSc1nc(-c2ccc(F)cc2)cs1)N1CCOCC1 in SENP8 inh = 16
CON(C)C(=O)CCC1CCCN1C(=O)OC(C)(C)C (configuration not stated) in NR3A LBD binder = -2

Further structures
smiles	MPTP block	ATG4B inhibitor	SENP6 block	HKDC1 inh	SENP8 inh	SENP7 block	PfG6PD inh	NR3A LBD binder
Cc1cc2c(NS(=O)(=O)c3ccc(F)cc3)cccc2nn1	3.6	-1	2	10	14	0	17	0
Cc1ccccc1Nc1nnc(SCC(=O)Nc2ccccc2[N+](=O)[O-])s1	-1.5	24	5	-3	10	10	0	-4
Cc1cc(C(=O)NCc2ccco2)cs1	-1.1	-1	-2	-8	25	-1	-1	0
CCC1(C)CC(c2nc(-c3ccc(OC)cc3)cs2)CCS1 (configuration not stated)	0.9	-6	-12	-5	13	6	41	1
CC(C)(C)OC(=O)CNC(=O)c1nc[nH]c1C(=O)N1CCNCC1	-3.7	-11	10	-1	4	-1	2	4
CC(=O)c1sc2nc(-c3ccc(C)cc3)c3c(c2c1N)CCCC3	3.6	1	-8	0	-285	7	19	10*
CCC(C)(C)NC(=O)c1ccc(S(=O)(=O)N2CCCCCC2)cc1	-0.7	-1	-1	0	17	0	-12	3
CN(C)CCCn1c2c(c(SCC(=O)Nc3nccs3)nc1=O)CCC2	-0.8	0	-13	-3	2	-6	-4	1
CCCn1c(Cc2ccccc2)nnc1SC(C)C(=O)NC1CC1 (configuration not stated)	0.4	-20	7	-3	6	0	-2	0
CCOc1ccc(CCNC(=O)COC(=O)CSc2ccccc2C)cc1OCC	-0.9	-1	-4	-1	1	3	13	5
CCOC(=O)C1=C(CN2CCSCC2)NC(=O)NC1c1cc(C)ccc1C (configuration not stated)	1.6	2	2	6	7	1	-1	-1
CCC(OC(=O)c1ccco1)C(=O)NCc1ccco1 (configuration not stated)	1.2	-2	-24	-3	-6	-2	10	2

Shown with two lines to a compound: 6 of the compounds above.
Values run as follows: MPTP block | ATG4B inhibitor | SENP6 block | HKDC1 inh | SENP8 inh | SENP7 block | PfG6PD inh | NR3A LBD binder
Cc1ccccc1Nc1nnc(SCC(=O)Nc2ccccc2[N+](=O)[O-])s1
  -1.5 | 24 | 5 | -3 | 10 | 10 | 0 | -4
Cc1cc(C(=O)NCc2ccco2)cs1
  -1.1 | -1 | -2 | -8 | 25 | -1 | -1 | 0
CCC1(C)CC(c2nc(-c3ccc(OC)cc3)cs2)CCS1 (configuration not stated)
  0.9 | -6 | -12 | -5 | 13 | 6 | 41 | 1
CC(C)(C)OC(=O)CNC(=O)c1nc[nH]c1C(=O)N1CCNCC1
  -3.7 | -11 | 10 | -1 | 4 | -1 | 2 | 4
CC(=O)c1sc2nc(-c3ccc(C)cc3)c3c(c2c1N)CCCC3
  3.6 | 1 | -8 | 0 | -285 | 7 | 19 | 10*
CCC(C)(C)NC(=O)c1ccc(S(=O)(=O)N2CCCCCC2)cc1
  -0.7 | -1 | -1 | 0 | 17 | 0 | -12 | 3

The list continues:
smiles	MPTP block	ATG4B inhibitor	SENP6 block	HKDC1 inh	SENP8 inh	SENP7 block	PfG6PD inh	NR3A LBD binder
CCOc1ccc(CCNC(=O)COC(=O)c2cc(=O)[nH]c3ccccc23)cc1OCC	0.0	-6	-6	-2	-135	-10	-6	3
O=C(CCN1N=C(c2ccccc2)CCC1=O)NC1CCCC1	0.1	-4	-9	-6	5	-4	12	-3
CC(C)NC(=O)Cn1cc(S(=O)(=O)N2CCCC2)c(S(=O)(=O)N2CCCC2)c1	-0.7	7	-32	-5	16	-9	-2	0
Cc1csc(=O)n1CC(=O)OCC(=O)c1c(N)n(C)c(=O)n(C)c1=O	-1.3	1	-1	-9	10	-2	3	-8
CC(C)(C)OC(=O)NNC(=O)C12CC3CC(CC(C3)C1)C2	0.2	-11	-25	-2	19	-7	3	1
Cc1ccc(S(=O)(=O)NCC2CCC(C(=O)NCc3cccs3)CC2)cc1 (configuration not stated)	0.0	-2	2	-6	10	-2	-6	-2
CN1C(=O)N2CN(C3CCCCC3)CN3C(=O)N(C)C1C23 (configuration not stated)	-0.9	5	-19	9	11	27	-11	0
O=C(CC12CC3CC(C1)CC(CC(=O)N1CCCC1)(C3)C2)N1CCCC1	-4.0	-3	1	2	12	2	1	0
O=C(NCc1ccccc1OC(F)(F)F)C1CCC(=O)N(CCc2ccccn2)C1 (configuration not stated)	0.4	-6	8	3	4	5	-5	2
COCCNC(=O)c1nn(-c2cc(OC)cc(OC)c2)c(=O)c2ccccc12	0.1	11	-7	2	-15	-8	-14	5
COc1cccc(/C=N/NC(=O)c2[nH]c(C)c(C(=O)N/N=C/c3cccc(OC)c3O)c2C)c1O	37	62*	22	-9	-36	0	-36	9
Nc1c(N(CCO)C(=O)C2CCCCC2)c(=O)[nH]c(=O)n1Cc1ccccc1	1.0	-7	-6	-4	-249	-3	14	-1
OCCOCCn1c(C(CO)Nc2nc(-c3cccc(Br)c3)cs2)nc2ccccc21 (configuration not stated)	0.2	-16	-17	-2	9	-7	23	-7
Cc1nn(C)c(C)c1N1C(=O)c2cccc3c(N)ccc(c23)C1=O	0.5	-117	/	-6	10	/	15	-2
CCOc1ccc(CC(=O)Nc2ccc(-c3ccc4nnc(C)n4n3)cc2)cc1	4.0	-14	-24	3	-437	2	7	-1
O=C(CSc1nccc(=O)[nH]1)N1CCN(c2ccccc2)CC1	-1.1	0	6	-12	9	7	0	-2
COc1cccc(CN(C)CC(=O)Nc2ccccc2C(=O)Nc2ccccc2)c1OC	0.1	-10	5	0	7	-7	19	-5
O=C(Nc1ccncc1)c1ccc(NS(=O)(=O)c2ccc3[nH]c(=O)[nH]c3c2)cc1	-0.8	3	-14	0	-26	-5	4	2
c1ccc(N2CCOCCOCCOCCOCCOCC2)cc1	0.6	-8	-6	-3	6	1	-6	-1
CCCn1nnc(NC(=O)c2cccc(OCC)c2)n1	2.0	5	2	-2	12	4	-3	1
O=C(Nc1ccccc1OC(F)(F)F)c1ccc([N+](=O)[O-])cc1	1.2	-5	6	-6	0	9	7	1
CSCCC(N=C1NS(=O)(=O)c2ccccc21)C(=O)N1CCCC(C(N)=O)C1 (configuration not stated)	0.7	-1	-12	-2	5	-5	2	5
CCCCCCSc1cccc(-c2nc3ccccn3c2NCc2ccccc2)c1	1.8&4.1	19	-3	5	i	8	18	-14
Cc1ccc(CC2CC(=O)N(c3ccncc3)C2=O)cc1 (configuration not stated)	-1.1	-12	-7	3	0	5	-8	-2
CN1C2CCC1CC(NC(=O)c1ccc(Cl)cc1)C2 (configuration not stated)	-2.1	2	-13	4	11	14	1	2
CCOc1ccccc1C(=O)Nc1ccc(-n2nncc2C(C)(C)C)cc1	4.9	1	-6	-6	0	0	12	-5
COc1ccc(C(=O)NCc2ncccc2C)cc1OC1CCN(C(C)=O)CC1	0.3	8	-7	4	4	2	-21	0
COc1ccc(C(O)c2ncc(C(F)(F)F)cc2Cl)cc1 (configuration not stated)	1.6	-5	13	-5	10	-5	2	4
CCOC(=O)[C@H]1[C@H]2COc3ccc(OC)cc3[C@@H]2N2C(=O)CN(C)C(=O)[C@@]12C	-0.7	-14	-2	1	-33	-5	3	-1
Cc1cccc(S(=O)(=O)N2CCC(CO)(Cc3ccccc3)CC2)c1	-4.9	18	-14	-6	6	4	6	-2
Cc1nc2c3ccccc3n(Cc3ccccc3F)c2s1	8.8	5	2	1	10	-2	13	-1
COc1cccc(C2=NOC(C(=O)NCc3ccco3)C2)c1 (configuration not stated)	-0.3	3	-1	-2	9	-4	-3	1
O=S(=O)(NCC(c1cccnc1)N1CCN(c2ccccc2)CC1)c1cccs1 (configuration not stated)	-1.6	-12	-10	4	17	-6	-1	0
CCCn1c(CCC(=O)O)ccc1-c1ccccc1	2.8	-2	7	-3	-229	-5	3	-2
CCN(CC)C(=O)CSc1nc2cccnc2n1-c1ccccc1OC	-2.2	-16	-9	-3	19	-3	9	-1
Cc1ccc(N2CC(C(=O)NCc3cccs3)CC2=O)cc1 (configuration not stated)	-0.7	4	3	1	16	2	-2	-2
CC1CCCCN1CC(=O)Nc1sccc1C#N (configuration not stated)	-0.2	-3	-3	0	11	9	-1	-1
CCc1ccc(CCC(=O)Nc2ccc(S(N)(=O)=O)cc2)o1	-0.6	-2	-14	-1	2	1	6	2
CCO[C@H]1OC(C(N)=O)=C[C@@H](c2ccccc2)[C@@H]1CCCO	1.9	0	-1	-6	14	2	-8	0
O=c1cc(-c2ccc(C(F)(F)F)cc2)oc2ccccc12	-0.6	-10	8	4	-4	35	52	5
